SRC3 TRFRET art: flags TR-FRET format artefacts in PPARgamma SRC-3 recruitment agonist screen | TR-FRET artefact counter-screen, PPARgamma/SRC-3 format; active compounds read high | TR-FRET ratio at 8 µM | 0.39% of 99,000 active | AID 1048; in the data active = TR-FRET ratio above about 2000; also: inactives centre near 1600; reference of the scale not given here
SRC1 TRFRET art: TR-FRET artefact, counter-screen to PPARgamma/SRC-1 agonist assay; TR-FRET detection artefact counter-screen, emission ratio; active compounds read high; TR-FRET ratio at 8 µM; 0.34% of 99,000 active; AID 1051; in the data active = TR-FRET ratio above about 2300; also: inactives centre near 1800; reference of the scale not given here
The depositor's hits bear a star.

SMILES	SRC3 TRFRET art	SRC1 TRFRET art
COCCn1c(C)cc(C(=O)COC(=O)CNC(=O)c2ccccc2)c1C	1261	1575
Cc1ccc(NC(=O)c2cc(NC(=O)C3CC=CCC3C(=O)O)ccc2N2CCOCC2)cc1 (centres undefined)	1621	1481
COc1ccc(Cc2nc(=S)[nH][nH]2)cc1Br	1669	1721
CCC(=O)Nc1ccc(S(=O)(=O)Nc2ccccn2)cc1	1523	1842
O=C(CC1(O)C(=O)Nc2ccccc21)c1cccc(-n2cccc2)c1 (centres undefined)	1412	1793
CC(C)Oc1ccc(N2CC(C(=O)NC3=NCCS3)CC2=O)cc1 (centres undefined)	1638	1775
O=C(Nc1ccc2[nH]c(=O)[nH]c2c1)c1ccc(Cl)c(Cl)c1	1616	1652
Cc1sc2cc3c(c(C(=O)c4ccccc4)[n+]2c1C)-c1cccc2cccc-3c12	1585	1653
COC(=O)c1ccccc1NC(=O)CSc1nc(O)c(-c2ccccc2)c(=O)[nH]1	1528	1742
Cc1ccc(C(=O)N/N=C\c2sccc2C)cn1	1648	1755
CC(=O)NCC(=O)OCC(=O)Nc1ccc(C(C)=O)cc1	1653	1901
O=C(Nc1ccc(N2CCOCC2)c(Cl)c1)c1ccc([N+](=O)[O-])o1	1585	1525
CC12CC3(C)CC(C)(C1)CC(C(=O)NC(=S)NC(C)(C)C)(C2)C3	1571	1721
O=C(O)CCCn1nc(-c2ccccc2)c2ccccc21	1573	1772
N#Cc1c(NC(=O)CSc2nc(-c3ccccc3)cc(C(F)(F)F)n2)sc2c1CCC2	1585	1839
CCCCC(CC)C(=O)Oc1ccc(O)c(C(C)(C)C)c1 (centres undefined)	1626	1909
CC(C)CCNC(=O)/C=C/c1ccc(Br)cc1	1562	1810
O=C(Nc1ccccc1OC(F)F)c1oc2ccccc2c1COc1ccccc1	1483	1866
CC(C)NC(=S)N=Nc1c(O)[nH]c2ccc([N+](=O)[O-])cc12	1695	1992
CCC(C)NC(=O)c1ccc2c(SCC(=O)O)c3c(nc2c1)CCCC3 (centres undefined)	1542	1577
O=C(CN1CCOCC1)Nc1ccc(N2CCN(c3ccccc3)CC2)c(F)c1	1565	1969
COc1ccc(/C=C/C(=O)Nc2nonc2NC(C)=O)cc1	1527	1642
OC(COc1ccc2c(c1)OCO2)CN1CCCCC1 (centres undefined)	1436	1711
C=CCc1ccc(OCCN2CCc3ccccc3C2)c(OC)c1	1442	1781
COc1cc2c3c(c1)C(C)=CC(C)(C)N3C(=O)C2=O	1748	1836
N=C1/C(=C\c2ccc(-c3cc(Cl)cc(Cl)c3)o2)C(=O)N=C2SC=C(c3ccccc3)N12	1436	1568
FC(F)(F)c1cc(CCN2C(=S)NC[C@@H]2Cc2ccccc2)cc(C(F)(F)F)c1	1494	1663
CCOc1cc(C(c2c(C)[nH][nH]c2=O)c2c(C)[nH][nH]c2=O)ccc1O	1552	1837
CN1CCc2c(OCc3ccc(F)cc3)cccc2C1=O	1509	1755
CSc1nc2c(c(=O)[nH]1)C(c1cccc(Cl)c1)CC(=O)N2 (centres undefined)	1399	1790
Cc1ccc2cc(CCNC(=O)c3cccc([N+](=O)[O-])c3)c(=O)[nH]c2c1	1358	1987
CC(=O)Oc1ccc(N2C(=O)C3C(C2=O)C2C=CC3C23CC3)cc1[N+](=O)[O-] (centres undefined)	1610	1787
NS(=O)(=O)c1ccc(CCNC(=O)c2cc(-c3ccccc3)nc3ccccc23)cc1	1586	1708
COc1ccc(OCCSc2nnc(Cc3cccc4ccccc34)n2N)cc1	1438	1712
CN(C(=O)COc1ccccc1C(=O)NCCOc1ccccc1)c1ccccc1	1570	2021
COc1ccc(/C(N)=N/OC(=O)C2CCC(=O)N2S(=O)(=O)c2ccc(C)cc2)cc1OC (centres undefined)	1611	1766
COc1ccc(C(CC(=O)c2ccc(C)cc2)Nc2ccc([N+](=O)[O-])cc2)cc1 (centres undefined)	1747	1893
Cc1cc(C)c(S(=O)(=O)N2CCOC2CNC(=O)C(=O)NCc2cccnc2)c(C)c1 (centres undefined)	1554	1782
CSCCNC(=O)c1cccc(Cl)c1	1317	1660
Cc1cccc(N2CCN(Cc3nc(-c4cccc(Cl)c4)oc3C)CC2)n1	1446	1597
CC(C)CC1NC(=S)N(Cc2ccccc2)C1=O (centres undefined)	1664	1927
CCCn1nnnc1NC(=O)COc1ccc(Br)cc1	1450	1871
COc1ccc(-c2nn(-c3ccccc3)cc2C(=O)N/N=C/c2ccc([N+](=O)[O-])o2)cc1	1635	1895
COc1ccc(N(CC(=O)NCc2ccco2)S(=O)(=O)c2ccccc2)cc1	1505	1659
CCCn1c(SCC(=O)Nc2cccc(C)n2)nc2c1c(=O)n(C)c(=O)n2C	1320	1675
Cc1ccc(OC(=O)c2cccnc2)cc1	1494	1660
O=C(Oc1coc(CSc2ncccn2)cc1=O)c1cccs1	1619	1598
CC(C)Oc1cccc(C(=O)NC(=S)Nc2cccc(NC(=O)c3ccccc3Cl)c2)c1	1550	1999
O=C(O)CSCC(=O)NCc1ccc(Cl)cc1	1452	1560
Cc1nonc1C1CCCN1C(=O)c1cc(COc2ccc(F)cc2F)on1 (centres undefined)	1434	1582
Cc1cc(NC(=O)c2ccccc2)nc2c1c(=O)oc1ccccc12	1629	1739
CC(C)CNC(=O)C(=O)NNC(=O)c1ccco1	1490	1777
O=C(COc1ccc(Cl)cc1Cl)NN=C1c2ccccc2-c2ccccc21	1573	1829
O=C(Nc1ccc(-c2nc3cc(Cl)ccc3c(=O)o2)cc1)c1ccco1	1545	1757
O=C(CSc1nnc(CNC(=O)C23CC4CC(CC(C4)C2)C3)n1-c1ccc(F)cc1)Nc1ccc(F)cc1	1492	1815
Cc1ccc2sc(-c3ccc(NC(=O)/C=C\C(=O)O)cc3)nc2c1	1592	1770
COc1cc(=O)n(C)c2c(OCC3OC(C)(C)OC3(C)C)cccc12 (centres undefined)	1520	1688
COc1cc2c(cc1OC)CN(c1nc(CN3CCCC3)nc3sc(C)c(C)c13)CC2	1452	1752
Cc1ccc(C)c(S(=O)(=O)N2CCCOC2CNC(=O)C(=O)NCc2ccco2)c1 (centres undefined)	1651	1695
Cc1cccc2cc(CN(Cc3cccnc3)C(=O)c3cccs3)c3nnnn3c12	1509	1669
Additional results follow:
SMILES	SRC3 TRFRET art	SRC1 TRFRET art
CCOc1cc(/C=C2\C(=O)N(Cc3ccco3)C(C)=C2C(=O)OC)ccc1O	1473	1830
CSC1=NC(=O)/C(=C/c2ccc(SC)cc2)S1	1589	1689
Cc1ccc(NN2C(=O)C=C(c3ccccc3)C2=O)cc1	1596	2083
CC1(C(=O)OCC(=O)Nc2cccc(S(=O)(=O)NC3=NCCCCC3)c2)CC1(Cl)Cl (centres undefined)	1634	1830
O=C(NCC1CCCO1)c1ccc2nc(N3CCCCC3)sc2c1 (centres undefined)	1646	1597
Cc1c(N)cc(C(=O)N2CCOCC2)cc1[N+](=O)[O-]	1512	1834
CCOC(=O)c1cc(C#N)c(N2CCOCC2)nc1-c1ccccc1	1659	1918
COc1ccc(CCNC(=O)C(C)c2ccc([N+](=O)[O-])cc2)cc1 (centres undefined)	1653	1829
CC(=O)Nc1ccc(NC(=O)COc2ccc3c(c2)CCC3)cc1	1578	1802
CCn1c(CNC(=O)c2ccco2)nnc1SCC(=O)c1ccccc1	1551	1609
O=C(Nc1cccc2ccccc12)N1CCN(c2ncccn2)CC1	1705	2006
O=C(CSc1nnc2n1CCCN2)c1ccc(Cl)cc1	1843	1924
c1ccc(-c2csc(-c3ccncc3)n2)cc1	1639	1808
Nc1nc(CSC(=S)N2CCCCC2)nc(Nc2ccccc2)n1	1521	1421
c1ccc(OCCOCCN2CCN(C(c3ccccc3)c3ccccc3)CC2)cc1	1617	1594
O=C(Nc1ccc(F)cc1)Nc1nnc(COc2ccccc2F)s1	1474	1753
C/C(=N\Nc1ccc([N+](=O)[O-])cc1)c1ccc2c(c1)OCO2	1517	1713
CCCCNC(=O)CNC(=S)N(Cc1cc(OC)c(OC)c(OC)c1)C1CCCC1	1457	1764
CC(=O)N/C(=C\c1ccc(Br)s1)C(=O)O	1427	1824
CCCC(=O)NC(=S)Nc1ccc(CN2CCOCC2)cc1	1350	1906
Cc1ccnc(N2C3CCC2CC(O)(c2ccccc2)C3)n1 (centres undefined)	1880	1774
O=C1CN(C(=O)COC(=O)c2ccc(N3CCCCCC3)c([N+](=O)[O-])c2)c2ccccc2N1	1716	1924
COc1ccccc1-c1cc(C(F)(F)F)nc(S(=O)(=O)CCCC(=O)Nc2cccnc2Cl)n1	1408	1809
COc1ccc(NC(=O)CSc2nnc3ccc(-c4ccncc4)nn23)cc1OC	1360	1599
Cc1ccccc1CNC(=O)c1ccc(Cl)c([N+](=O)[O-])c1	1477	1751
COC(=O)/C=C1\SC(=Nc2ccccc2)NC1=O	1601	1838
O=C(CN1CCN(c2ccccn2)CC1)Nc1cccc(S(=O)(=O)N2CCCC2)c1	1377	1454
Cc1cc(C(=O)CN2C(=O)NC3(CCCc4sccc43)C2=O)c(C)n1-c1ccc(Cl)cc1 (centres undefined)	1341	1987
CCOC(=O)c1cnc2ccc(OC)cc2c1NCc1ccccc1	1395	1969
CC(C)[C@H](NC(=O)c1ccc(F)cc1)C(=O)OCC(=O)NC(=O)c1cccn1C	1641	1601
CCOC(=O)C1CCN(C(=O)c2cccc(NS(=O)(=O)c3ccc(F)c(F)c3)c2)CC1	1676	1738
CC(=O)Nc1ccc(S(=O)(=O)Oc2ccc(C(=S)N3CCCCC3)cc2)cc1	1740	1876
COc1cccc(NS(=O)(=O)c2ccc3c(c2)C2C=CCC2C(c2ccc(C(=O)O)cc2)N3)c1 (centres undefined)	1525	1707
Cc1ccc(/C=N\NC(=O)C2CN(S(=O)(=O)c3ccccc3)CCN2S(=O)(=O)c2ccccc2)cc1 (centres undefined)	1426	1614
C=CCSc1nc2sc(C)c(C)c2c(=O)[nH]1	1600	2130
CC(C)CN(Cc1cc2ccccc2[nH]c1=O)C(=O)c1cccnc1	1454	2045
Nc1ccc(S(=O)(=O)Nc2nccc(/C=C/c3ccccc3F)n2)cc1	1677	2020
O=C(CNC(=O)c1cccc(F)c1)N/N=C/c1cc(Br)ccc1OCc1ccccc1	1634	1740
O=Cc1cn(CC(O)CN2CCCCC2)c2ccccc12 (centres undefined)	1543	1487
COc1ccc(-c2csc(CCn3nc(C)cc3C)n2)cc1	1598	1796
CCC(C)NS(=O)(=O)c1ccc(NC(=O)C2CCCO2)cc1 (centres undefined)	1733	1609
COCCn1c(-c2ccc(C#N)cc2)nc2c1c(=O)[nH]c(=O)n2Cc1ccccc1	1556	1897
Nc1ccc(N2CCOCC2)c2nonc12	1447	1789
Cc1cc(C(=O)Nc2ccccc2C(=O)N2CCCCC2)ccc1[N+](=O)[O-]	1683	1993
CN(C)/C=C1\NC(=S)N(c2ccc(Cl)cc2)C1=O	1603	1846
CCCC1=C/C(=C/c2ccc(-c3ccccc3OC)o2)C(=O)O1	1643	2023
Cc1cc(C)n2nc(C(=O)OCCOc3cccc(Br)c3)nc2n1	1616	1984
CCOc1cc(C2NC(=O)N(C)C(C)=C2[N+](=O)[O-])ccc1OC(C)=O (centres undefined)	1412	1701
O=C(c1cccc(C(F)(F)F)c1)C1CCCN(Cc2cccn2-c2ccccn2)C1 (centres undefined)	1593	1778
Cc1cccc(Nc2nnc(SCC(=O)Nc3cccc(S(=O)(=O)N4CCCCC4)c3)s2)c1	1838	1909
COc1ccc(Nc2nc(C)c(-c3ccccc3)s2)cc1	1508	1695
CN(C)C(=S)NC1CCS(=O)(=O)C1 (centres undefined)	1475	1584
CC(C)CCNC(=O)COC(=O)c1cc(Br)c(Br)s1	1601	2084
CN1C(=S)SC(C)(C)C1N(O)C(=O)Nc1ccc(Cl)cc1 (centres undefined)	1626	1750
CCCn1c(CCC(=O)O)ccc1-c1ccccc1	1668	1909
Cn1c(CN2CCCC2)nc2cc(NC(=O)c3ccc(Cl)cc3)ccc21	1621	1788
COc1ccc(CC(=O)NC(C)C2COc3ccccc3O2)cc1OC (centres undefined)	1365	1756
O=S(=O)(Nc1ncccn1)c1ccc(NC(=S)NCc2ccco2)cc1	1547	1856
O=[N+]([O-])c1ccccc1Oc1ccc(Cl)c2cccnc12	1618	1746

Sorted by molecular weight (low to high): some entries from above
SMILES	SRC3 TRFRET art	SRC1 TRFRET art
Nc1ccc(N2CCOCC2)c2nonc12	1447	1789
CN(C)C(=S)NC1CCS(=O)(=O)C1 (centres undefined)	1475	1584
CCCn1c(CCC(=O)O)ccc1-c1ccccc1	1668	1909
CN(C)/C=C1\NC(=S)N(c2ccc(Cl)cc2)C1=O	1603	1846
COc1ccc(Nc2nc(C)c(-c3ccccc3)s2)cc1	1508	1695
O=[N+]([O-])c1ccccc1Oc1ccc(Cl)c2cccnc12	1618	1746
CCCC1=C/C(=C/c2ccc(-c3ccccc3OC)o2)C(=O)O1	1643	2023
CN1C(=S)SC(C)(C)C1N(O)C(=O)Nc1ccc(Cl)cc1 (centres undefined)	1626	1750
CCOc1cc(C2NC(=O)N(C)C(C)=C2[N+](=O)[O-])ccc1OC(C)=O (centres undefined)	1412	1701
COc1ccc(CC(=O)NC(C)C2COc3ccccc3O2)cc1OC (centres undefined)	1365	1756
Cn1c(CN2CCCC2)nc2cc(NC(=O)c3ccc(Cl)cc3)ccc21	1621	1788
O=S(=O)(Nc1ncccn1)c1ccc(NC(=S)NCc2ccco2)cc1	1547	1856
O=C(c1cccc(C(F)(F)F)c1)C1CCCN(Cc2cccn2-c2ccccn2)C1 (centres undefined)	1593	1778
Cc1cccc(Nc2nnc(SCC(=O)Nc3cccc(S(=O)(=O)N4CCCCC4)c3)s2)c1	1838	1909

Compound activity (PubChem)

This is a subset, so the mix of outcomes need not match the whole.
